# V-ATPase pH – regulators of yeast V-ATPase proton transport; S. cerevisiae, pHLuorin cytosolic pH fluorescence; response, % at 10 µM; 0.37% of 350,000 active; in the data active means response mostly above about 7.3%, no sharp cut-off; inactive means mostly below about 5.4%; further: actives read high; inactives centre near 0; some compounds called inactive have numbers as strong as hits; reference of the scale not given here
# Wnt bcat act – Wnt/beta-catenin pathway activation; Wnt/beta-catenin reporter cell assay, activator, plate reader; activation, % at 9.35 µM; 1.2% of 300,000 active; in the data active means activation above about 30%, passing the limit was not always enough;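 further: 0% = neutral control wells and 100% = positive control wells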
# RTF Ca sens act – increases calcium sensitivity of human cardiac regulated thin filaments; IANBD-labeled TnC RTF fluorescence at EC20 calcium; 0% EC20 calcium, 100% full calcium; 0.24% of 340,000 active; P19429+P45379; AID 493008; activation, % at 7.2 µM;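 active means activation above the mean over all tested compounds plus 3 SD, cut at about 30% in these data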;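 further: rise in fluorescence read as greater calcium sensitivity of cardiac thin filaments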
# OPRM1-OPRD1 inv – inverse agonist of human OPRM1-OPRD1 heterodimerization. 0.21% of 340,000 active. cell-based MOR-DOR heterodimer luminescence, inverse agonism. inhibition, % at 9.3 µM. P35372+P41143. AID 504357; in the data active means inhibition above about 22%, passing the limit was not always enough;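 further: 0% = cells with DMSO and 100% = wells without cells with DMSO; values of inactives mirror those of a sister screen read the other way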
# Target sequence (P35372 whole entry, looked up): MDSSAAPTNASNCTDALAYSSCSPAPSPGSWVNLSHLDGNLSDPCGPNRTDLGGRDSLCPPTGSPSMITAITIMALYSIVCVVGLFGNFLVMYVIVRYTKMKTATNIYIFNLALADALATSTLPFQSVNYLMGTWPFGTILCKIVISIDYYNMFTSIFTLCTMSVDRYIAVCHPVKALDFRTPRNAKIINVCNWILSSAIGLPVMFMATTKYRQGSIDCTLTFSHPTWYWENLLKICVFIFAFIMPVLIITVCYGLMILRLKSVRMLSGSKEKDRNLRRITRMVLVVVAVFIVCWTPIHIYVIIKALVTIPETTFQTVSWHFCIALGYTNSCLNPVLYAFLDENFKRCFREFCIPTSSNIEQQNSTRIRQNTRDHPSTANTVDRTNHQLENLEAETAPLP
# Target sequence (P41143 whole entry, looked up): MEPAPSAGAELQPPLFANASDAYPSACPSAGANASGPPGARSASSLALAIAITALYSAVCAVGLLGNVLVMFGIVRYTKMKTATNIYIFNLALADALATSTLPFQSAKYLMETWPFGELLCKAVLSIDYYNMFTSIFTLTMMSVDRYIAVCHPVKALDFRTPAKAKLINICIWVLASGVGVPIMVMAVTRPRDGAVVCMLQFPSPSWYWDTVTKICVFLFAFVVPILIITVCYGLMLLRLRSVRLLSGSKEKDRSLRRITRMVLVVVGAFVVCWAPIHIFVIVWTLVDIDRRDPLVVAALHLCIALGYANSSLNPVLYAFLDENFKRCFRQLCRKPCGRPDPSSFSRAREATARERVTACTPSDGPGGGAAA
# Arrestin-AP2 inh – inhibitors of human beta-arrestin and AP2 interaction. FITC-arrestin peptide / GST-AP2 beads, flow cytometry; AP2 beta2 appendage carries R879A mutation. inhibition, % at 10 µM. 0.31% of 340,000 active;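 active means inhibition above a set limit, near 3 SD of compounds lacking own fluorescence, cut at about 54% in these data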;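 further: plate controls were DMSO wells for no effect and 5 µM unlabelled arrestin peptide for full effect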
#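 System: GST-AP2 R879A glutathione beads | Also added: FITC-arrestin peptide, 50 nM | Times: 12 min plus 1 h, RT | Signal: Bead flow cytometry, FITC channel | Buffer or medium: PBS with 0.05% Tween 20 and 0.1% BSA | Read-out basis: Percent drop in bead-associated FITC signal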
# MOR-DOR ag – agonists of human mu-delta opioid receptor heterodimerization; cells, OPRM1-OPRD1 heterodimerization, luminescence; P35372+P41143; 0.3% of 340,000 active; activation, % at 9.3 µM; in the data active means activation above about 18%;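 further: 0% = vehicle-treated cells and 100% = reference agonist; values of inactives mirror those of a sister screen read the other way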
# RTF Ca sens inh – cardiac RTF calcium desensitization; inhibition, % at 7.15 µM; 0.12% of 340,000 active; IANBD-labeled cardiac RTF, Ca2+ fluorescence;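 active means inhibition above the mean inhibition of all tested compounds plus 3 SD, cut at about 17% in these data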;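 further: assay run at fixed EC70 calcium of 1.6 mM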
# LANA DNA inh – KSHV C-LANA DNA binding inhibition | 0.078% of 340,000 active | AID 504423 | MBP-C-LANA/FAM-LBS DNA binding, fluorescence polarization | inhibition, % at 9 µM;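 active means highest replicate inhibition at or above 60% at 9 µM, even if other replicates fall short; inactive means all replicates below 60% inhibition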;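 further: 0% = neutral control wells and 100% = 4 µM acridine orange control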
# Pemphigus Ab inh – inhibitors of pemphigus antibody binding to human desmoglein-3 | 0.48% of 310,000 active | DSG3-coupled beads, scFv-anti-DSG3-GFP binding, flow cytometry; stronger effect = lower value | AID 588358 | binding (percent of control), % at 10 µM;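 active means binding more than 3 SD below its plate's average and above zero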;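 further: hits lower antibody fragment binding to DSG3; some compounds called inactive have numbers as strong as hits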
# Keap1-Nrf2 PPI – Keap1-Nrf2 (human) interaction inhibition; Q14145; Keap1 Kelch-Nrf2 peptide fluorescence polarization, 1536-well; inhibition, % at 9.4 µM; 0.15% of 340,000 active; AID 504523; in the data active means inhibition above about 12%;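 further: human Keap1 Kelch domain with fluorescein labeled Nrf2 9mer peptide probe; 0% = neutral control wells and 100% = peptide positive control; higher means more block of Keap1 binding to Nrf2 peptide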
# Active calls of the source: *; . = no result given.
molecule,V-ATPase pH,Wnt bcat act,RTF Ca sens act,OPRM1-OPRD1 inv,Arrestin-AP2 inh,MOR-DOR ag,RTF Ca sens inh,LANA DNA inh,Pemphigus Ab inh,Keap1-Nrf2 PPI
CC(=O)Nc1ccc(S(=O)(=O)NCC(=O)OCC(=O)N2CCCCCC2)cc1,-1,-3,-1,18,5,-4.4,-4,-0.6,101,2
CCOC(=O)N1CCN(Cc2nc3cc(NC(=O)CC(C)C)ccc3n2CC)CC1,-1,-7,11,14,6,-2.3,3,0.7,94,2
Cc1ccc(NC(=O)CC(C)N2CCCC2)cc1 (centres undefined),-2,6,4,3,-1,-0.6,-16,1.4,103,-1
Nc1cc([N+](=O)[O-])ccc1OCc1ccccc1,0,48*,4,7,-6,-1.5,-2,-0.9,.,0
COc1ccccc1NS(=O)(=O)c1ccc(C)c(NC(=O)NC2CCCCC2)c1,-1,-5,0,-9,4,1.4,-9,-1.5,97,-4
O=C(CN(Cc1ccc(F)cc1)C(=O)c1ccco1)NCc1ccc(F)cc1,-4,-7,1,11,6,-1.9,0,-0.9,92,-3
O=C(CSc1nnc(-c2ccco2)n1Cc1ccco1)Nc1ccccc1,0,-2,-1,-9,-4,1.5,-4,2.4,.,-7
COc1cc(C(=S)N2CCOCC2)cc(OC)c1OC(=O)Cc1ccc(F)cc1,5,-2,-6,6,-6,-1.2,3,0.7,107,-5
O=C(COc1ccc(F)cc1Br)NCc1nnc2ccccn12,-2,3,-3,13,4,-3.0,-5,0.9,97,-4
O=C(Nc1cccc(F)c1)C1CCCCC1,-4,-2,7,-29,-1,5.0,5,-0.3,107,-4
COC(=O)CNc1c(-c2ccccn2)nc2ccc(Br)cn12,-1,40*,11,8,-4,-1.4,1,2.1,.,-2
CCCCSc1nc(N)c(NC(=O)c2ccco2)c(=O)[nH]1,-6,1,0,0,-3,0.1,2,1.2,112,-2
Cc1cc2oc(=O)cc(Cn3ccnc3)c2cc1O,-4,.,-7,16,38,-3.4,-7,1.1,104,2
COc1ccc(C(=O)n2cc(C(C)=O)c3ccccc32)cc1,0,1,2,21,4,-3.6,4,1.1,92,-3
O=C(CCl)N1CCN(C(=O)C2COc3ccccc3O2)CC1 (centres undefined),14*,-7,6,8,3,-1.6,-7,1.3,115,-10
COc1cccc(/C=N/N2CCN(c3ccncc3S(=O)(=O)N3CCCCC3)CC2)c1,0,-6,3,12,.,-2.4,-8,-1.0,95,-7
O=C(O)CCn1c(SCc2ccccc2)nc2ccccc21,-1,.,3,0,5,0.1,10,0.2,95,0
Cc1nnc(NC(=O)CSc2nnc(-c3ccoc3C)n2CC(C)C)s1,5,-5,1,7,-2,-1.3,-8,1.5,101,-3
S=C(Nc1ccccc1)N1CCn2cccc2C1c1cccnc1 (centres undefined),0,0,3,13,-2,-2.5,11,2.1,102,3
COc1ccccc1N1C(=O)c2cccc3c(C(=O)O)ccc(c23)C1=O,-1,-2,-1,12,-4,-2.5,-1,0.6,101,-6
c1c2c(cc3sc(N4CCOCC4)nc13)OCO2,-2,.,3,-2,12,0.3,2,0.9,.,4
COc1ccc(S(=O)(=O)N2CN(CCc3ccc(OC)c(OC)c3)c3nc4ccccc4nc32)cc1,1,.,0,12,-3,-2.4,1,0.0,92,-3
COc1ccc(NC(=O)CNC(=O)Cn2cnc3sc(C)c(C)c3c2=O)cc1OC,-1,-1,-2,9,-2,-1.7,-4,-0.4,83,5
O=C(CCN1C(=O)C2C3C=CC(C3)C2C1=O)NCCc1ccccc1Cl (centres undefined),-6,3,0,11,24,-1.9,1,-0.3,.,3
Nc1ccc2c3c(cccc13)CC2,-17,-5,16,1,23,-0.2,-116,0.5,116,-11
CCOC(=O)C=C1CCN(c2ncc(C(F)(F)F)cc2Cl)CC1,6,.,-4,2,-7,-0.3,4,-0.5,99,-2
Cc1ccc(SCC(=O)Nc2ccc(N3CCOCC3)cc2)cc1,3,0,2,13,30,-2.0,5,0.0,99,-1
CC/C(=N\NC(=O)COc1ccc(Br)cc1)c1ccc(OC)c(OC)c1,0,-2,-3,0,-11,-0.1,-3,-2.5,100,-1
CCCn1c(/N=C/c2c[nH]c3ccccc23)nc2ccccc21,5,.,-3,-15,9,2.7,7,-2.2,103,-1
O=S(=O)(Nc1nc2ccccc2nc1N1CCc2ccccc2C1)c1ccc(Cl)cc1,-7,41*,-4,1,4,-0.2,-6,0.8,117,0
C=CCc1cc(Cl)ccc1OCCCNC(C)C,-1,.,-2,-6,-8,1.0,14,-1.7,132,-2
CNC(=O)c1ccsc1NC(=O)CCS(=O)(=O)c1ccccc1,-2,-1,4,13,7,-2.9,-14,0.7,.,2
CC(C)CN(C(=O)COc1ccc(-c2nnco2)cc1)C1CCS(=O)(=O)C1 (centres undefined),2,-1,-5,3,0,-0.6,-6,0.8,103,-1
COc1ccc(-n2nc(C#N)c(Cl)cc2=O)cc1,0,-1,.,.,10,.,.,0.3,.,1
CN1CCN(S(=O)(=O)c2ccc(N3CCN(C(c4ccccc4)c4ccccc4)CC3)nc2)CC1,0,-2,7,6,0,-1.1,-8,-2.1,100,-6
COc1cccc(OCC(O)CN2CCN(c3ccccn3)CC2)c1 (centres undefined),4,0,1,6,23,-1.1,-1,1.6,110,3
COc1ccc(C2=NOC(C(=O)Nc3cc(C)nn3-c3ccccc3)C2)cc1OC (centres undefined),-6,1,-5,9,-3,-1.6,-9,0.5,107,-3
CC(=O)Nc1ccc(-c2csc(NC(=O)CCCc3cccs3)n2)cc1,-2,-8,-4,-2,-4,0.2,-8,1.2,94,0
N/C(=N\OC(=O)Oc1ccccc1)c1cccc([N+](=O)[O-])c1,-2,3,0,2,-6,-0.4,-7,-0.8,109,-1
COc1ccc(CCNC(=O)C(C(=O)c2ccccc2)n2ccccc2=O)cc1OC (centres undefined),5,.,-7,18,-6,-3.6,2,1.1,89,1
COc1ccc(C(=O)Nc2cccc(S(=O)(=O)NC3=NCCC3)c2)cc1OC,4,0,0,16,-6,-3.8,-1,-0.3,96,1
O=C(COc1ccc2ccc(=O)oc2c1)N1CCN(c2ccc(F)cc2)CC1,-4,-1,-5,2,-5,-0.3,-1,0.6,101,-3
CCN(CC)CCCNC(=O)c1c(O)c2c([nH]c1=O)CCCC2,2,0,8,-13,9,2.1,6,-0.3,93,-9
C=CCn1c(CCn2c3ccccc3c3ccccc32)n[nH]c1=S,0,-2,9,9,24,-2.1,0,0.5,98,-3
O=S(=O)(NC1CC2CCC1C2)c1ccc(Cl)cc1 (centres undefined),-3,-1,-3,-14,42,2.9,4,0.9,103,3
COCC(=O)OCC(=O)Nc1cc(C(C)(C)C)nn1-c1ccccc1,0,.,2,13,-8,-2.4,2,-0.1,77,0
COc1cc2c(cc1OC)C(c1cccc(F)c1)CC(=O)N2 (centres undefined),-1,-2,-9,-1,-11,0.1,-5,-3.4,111,-1
CC/C=C/C(=O)N1CC2(CC(c3cccc(NC(=O)CC(c4ccccc4)c4ccccc4)c3)=NO2)C[C@@H]1C(N)=O (some centres undefined),4,-2,-4,-1,19,0.1,-11,4.1,98,-4
Cc1ccc(CSCC(=O)NCc2ccc3c(c2)OCO3)cc1,-1,2,4,17,10,-3.4,5,0.1,.,-1
O=C(O)c1ccc2c(c1)C1C=CCC1C(c1cc3c(cc1Br)OCO3)N2 (centres undefined),-1,0,3,0,3,0.0,-18,5.4,96,-3
COc1cc(NC(=O)c2cccs2)c(C(=O)OCC(=O)NC(=O)NC(C)(C)C)cc1OC,-2,-8,1,3,6,-0.5,5,-0.3,102,0
CC(=O)Nc1ccc(NS(=O)(=O)c2ccc3c(c2)NC(=O)CC(=O)N3)cc1,-3,0,-4,13,23,-2.5,2,0.3,98,-2
COc1ccc(C(=O)NCC(C)C)c(OC)c1,-5,0,-9,0,-6,0.1,-7,1.0,101,-1
COc1cc(C(=O)NCC(c2ccco2)N2CCOCC2)cc(OC)c1OC (centres undefined),-2,26,-3,-2,0,0.4,-23,-0.7,95,3
O=C(NCc1cccs1)C1CCCN(S(=O)(=O)c2ccc(Br)s2)C1 (centres undefined),-3,-2,7,14,0,-3.4,7,0.5,104,-1
Cc1cc(C)n2nc(C(=O)OC(C)C(=O)c3cc(C)c(C)cc3C)nc2n1 (centres undefined),0,0,-4,12,4,-1.9,12,32,93,0
CCC(Sc1nc2ncccc2[nH]1)C(=O)NCCc1ccccc1 (centres undefined),2,-2,-1,7,29,-1.3,-5,0.6,80,0
O=C(CSc1nnc(C2CC2)n1Cc1ccccc1)c1cc2ccccc2o1,5,0,3,-5,10,0.8,-12,-3.1,.,-10
O=C(Cn1cnc2ccccc2c1=O)NCCC(=O)Nc1ccc2c(c1)OCO2,-3,0,-1,4,0,-0.8,8,2.3,112,-3
Cc1ccc(C(=O)CCNc2cccc(Br)c2)o1,-3,.,-3,18,-19,-3.0,0,0.7,102,-4

# Other results follow:
molecule,V-ATPase pH,Wnt bcat act,RTF Ca sens act,OPRM1-OPRD1 inv,Arrestin-AP2 inh,MOR-DOR ag,RTF Ca sens inh,LANA DNA inh,Pemphigus Ab inh,Keap1-Nrf2 PPI
CC(=O)Nc1ccc(S(=O)(=O)NC2Cc3ccccc3C2)cc1,0,1,2,14,-4,-3.0,-7,2.9,96,0
Cc1ccc(-c2cc(C(=O)N3CCOCC3)c3ccccc3n2)o1,5,-4,0,6,-17,-1.1,-19,1.0,91,-2
COc1cc(/C=C2/SC(=S)N(CC(=O)O)C2=O)ccc1OC(=O)c1ccco1,1,-2,-9,22,5,-4.1,2,-7.9,103,-2
CCCCCOC(=O)Nc1ccc(S(=O)(=O)Nc2cccc([N+](=O)[O-])c2)cc1,-3,2,2,-33,-5,6.3,1,0.9,98,2
Cc1ccc(C(=O)O/N=C\c2ccc(N3CCOCC3)c([N+](=O)[O-])c2)cc1,1,.,7,17,10,-2.9,-1,1.0,105,0
CCOCCCNC(=O)CN(Cc1ccc(Cl)cc1)S(C)(=O)=O,-4,.,2,2,6,-0.6,-5,-1.3,100,3
COc1ccc(CN(Cc2nc3ccccc3c(=O)[nH]2)C(=O)NC2CCCCC2)cc1,-3,0,2,4,3,-0.8,-6,-1.4,91,5
Cc1cccc(N(CC(=O)NCCc2ccccc2)C(=O)CCC(=O)Nc2ccccn2)c1C,1,-3,-5,4,2,-0.7,6,-0.1,.,-3
O=C(CSc1cccc(C(F)(F)F)c1)NC(=O)c1ccccc1,3,0,-4,-51,20,7.2,6,-1.2,92,3
Cc1cc(/C=N/n2cnnc2)c(C)n1-c1ccccc1,3,.,-4,10,-8,-2.0,-3,-0.1,100,2
